Screens (PubChem)
COUP-TFII inh = NR2F2 transcriptional activity inhibitors, primary screen, cell-based, luciferase reporter, HEK293T, luminescence; COUP transcription factor 2 (Homo sapiens), P24468; HEK293T NGFI-A luciferase reporter; inhibition, % at 8.6 µM; 0.7% of 370,000 active;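 active means inhibition above a per-plate cutoff, mean inhibition of test wells between control levels plus 3 SD, cut at about 38% in these data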;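 further: cells cotransfected with COUP-TFII expression vector driving the NGFI-A reporter; 0% = median of COUP-TF2 test wells and 100% = reporter-only cells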
NOD2 RIPK2 PPI = NOD2-RIPK2 binding disruptors in cells, primary screen, fluorescence, CHO cells, BLA complementation; 0.38% of 360,000 active; Receptor-interacting serine/threonine-protein kinase 2 (Homo sapiens), O43353; CCF4 ratio; inhibition, % at 4.98 µM; in the data active means inhibition above about 21%;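 further: 0% = vehicle only and 100% = reference blocker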
EBV LMP1 NFkB = EBV LMP1-driven NF-kappaB luciferase reporter inhibitors, primary screen, cell-based, luminescence, single point; LMP1-induced NF-kappaB luciferase reporter cells; inhibition, % at 12.5 µM; 0.69% of 350,000 active; AID 504558, 2011; in the data active means inhibition above about 41%;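 further: 0% = neutral control wells and 100% = reference inhibitor control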
TROY NFkB inh = inhibitors of TROY-driven NF-kB signaling, primary screen, Q293 LMP1-TROYcd cells, NF-kB luciferase, uHTS | Q293 LMP1-TROYcd NF-kB luciferase reporter, 4 h | inhibition, % at 10 µM | 0.98% of 360,000 active;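 active means compounds whose plate-normalised and pattern-corrected inhibition of the luciferase reporter signal at the single screening dose is 50% or more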
NCOA2 inhibitor = inhibition of GAL4-SRC2 driven luciferase reporter, primary screen, SRC2 inhibitor project, cell-based, luminescence; Nuclear receptor coactivator 2 (Homo sapiens), Q15596; HEK293 GAL4-SRC2 luciferase reporter; inhibition, % at 9 µM; 0.17% of 370,000 active; AID 651957, 2012;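 active means inhibition above the mean inhibition of all tested compounds plus 3 SD, set per campaign, cut at about 52% in these data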;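 further: 0% = DMSO treated cells and 100% = cells given Gossypol at 36 µM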
LRH-1 inv ag = LRH-1 (NR5A2) inverse agonists, primary screen, cell-based, luminescence, HEK293T, StAR-luciferase reporter; AID 602396, 2012; inhibition, % at 3.6 µM; Nuclear receptor subfamily 5 group A member 2 (Homo sapiens), O00482; 0.13% of 360,000 active; LRH-1 transfected, 24 h;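 active means inhibition above the mean inhibition of all tested compounds plus 3 SD, cut at about 73% in these data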;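 further: 0% = DMSO wells and 100% = reporter-only cells lacking LRH-1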
TLR9-MyD88 block = inhibitors of TLR9-MyD88 association in cells, primary screen, cell-based, CHO, BLA complementation, fluorescence. CCF4 FRET ratio. inhibition, % at 4.98 µM. 0.21% of 340,000 active. AID 504734, 2011;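 active means inhibition above the mean over all tested compounds plus 3 SD, cut at about 21% in these data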;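 further: 0% = DMSO only wells and 100% = clavulanate BLA inhibitor control wells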
NCOA3 inh = SRC3 coactivator transcriptional activity inhibitors, primary screen, cell-based, luminescence. Nuclear receptor coactivator 3 (Homo sapiens), Q9Y6Q9. HEK293 GAL4-SRC3 luciferase reporter. inhibition, % at 3.6 µM. 0.17% of 360,000 active. AID 588352, 2011;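 active means inhibition above a per-campaign cutoff, the mean of all compounds plus 3 SD, cut at about 60% in these data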;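 further: 0% = DMSO-treated cells and 100% = gossypol-treated cells at 36 µM; higher means less SRC3-driven luciferase light from the GAL4 reporter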
TRAIL sens C8 = viability loss with TRAIL in NB7+C8 cells, primary screen, TRAIL sensitizer project, cell-based, ATPlite luminescence; inhibition (viability loss, TRAIL sensitization), % at 10 µM; 1% of 360,000 active;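 active means compounds causing at least 50% loss of cell viability in the single-dose screen, relative to plate controls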
Vif inh = HIV Vif self-association inhibitors, primary screen, imaging, HEK293T, single point; HEK293T cells, Vif self-association by quenched fluorescence, 24 h; inhibition, % at 7.49 µM; 0.35% of 340,000 active; AID 602346, 2012; in the data active means inhibition above about 50%, passing the limit was not always enough; further: some results filed as inactive read as strong as hits
SRC1 inh = SRC1 coactivator transcriptional activity inhibitors, primary screen, cell-based, luminescence. Nuclear receptor coactivator 1 (Homo sapiens), Q15788. HEK293 GAL4-SRC1 luciferase reporter. inhibition, % at 3.6 µM. 0.12% of 360,000 active;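 active means inhibition above the campaign mean plus 3 SD, with each screening campaign given its own cutoff, cut at about 60% in these data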;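 further: 0% = DMSO treated cells and 100% = gossypol at 36 µM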
An asterisk follows results filed as active; x = no result given. Not all compounds are listed, so the mix of outcomes need not match the whole.

Order of results – TRAIL sens C8	LRH-1 inv ag	EBV LMP1 NFkB	TLR9-MyD88 block	COUP-TFII inh	NCOA3 inh	Vif inh	NCOA2 inhibitor	TROY NFkB inh	NOD2 RIPK2 PPI	SRC1 inh
> COCCN(Cc1cc2cc(C)ccc2n2nnnc12)C(=S)Nc1ccccc1C
  -2	6	-2	-3	7	-4	-13	-26	-25	8	-31
> O=C(Nc1ccc(F)cc1)C(c1ccccc1)N1CCN(S(=O)(=O)c2ccc3ccccc3c2)CC1 (centres undefined)
  26	1	-18	-5	-2	-1	-2	26	-3	-7	24
> Cc1ccc(S(=O)(=O)N2CCN(C(=O)c3ccccc3OCc3c(C)noc3C)CC2)cc1
  -1	14	0	-1	1	-7	-1	8	0	-1	1
> O=C(NCCCN1CCOCC1)C1(c2ccccc2)CCOCC1
  -7	11	-1	-5	5	1	6	-22	2	1	-2
> CCCC(=O)NC(c1ccc(N(C)C)cc1)c1ccc2cccnc2c1O (centres undefined)
  10	72	47*	10	-29	56	-6	27	6	-3	16
> O=C(Nc1ccccc1)c1ccccc1NC(=O)[C@H]1CCCC[C@H]1C(=O)O
  -12	-27	-5	6	-8	-2	-3	-12	-6	-3	-49
> CC1CN(C(=S)NC(=O)c2ccccc2)CC(C)O1 (centres undefined)
  -3	18	-21	9	1	2	2	-33	-3	-10	-49
> OC(COc1c(F)cc(Br)cc1F)CN1CCN(c2ccc(F)cc2)CC1 (centres undefined)
  2	-2	1	-3	12	-13	2	17	4	11	-12
> Cc1onc(-c2ccccc2Cl)c1C(=O)N1CC(C)OC(C)C1 (centres undefined)
  -2	-10	2	3	x	4	15	x	6	1	8
> COC(=O)COc1ccc(S(=O)(=O)NCc2ccc3c(c2)OCO3)cc1C
  -18	-4	-6	-1	-26	-4	0	18	3	-9	-18
> COc1ccc(CC(=O)N/N=C/c2cccnc2)cc1OC
  0	-4	-7	3	7	19	-4	-24	-9	-10	-3
> O=c1[nH]c(=S)[nH]nc1Cc1ccccc1
  -4	-16	9	-13	-4	-5	10	-3	-5	-1	12
> O=C(CCN1C(=O)/C(=C\C=C\c2ccccc2)SC1=S)Nc1ccccc1C(=O)O
  17	6	-12	-5	-10	-18	-7	13	20	4	-5
> Cc1ccc(CCC(=O)Nc2nccs2)o1
  -1	-13	-6	-9	2	-7	2	-3	-26	-6	1
> Cn1cnc([N+](=O)[O-])c1S(=O)(=O)Oc1cccc2ccccc12
  43	24	1	15	11	-5	-3	-2	74*	56*	-21
> COC(=O)c1c(C)oc2ccc(N(C(=O)c3ccncc3)S(=O)(=O)c3ccc(C)cc3C)cc12
  30	35	28	4	32	37	x	14	66*	1	30
> COc1ccc(S(=O)(=O)NCC(=O)NCc2cc(=O)n(C)c(=O)n2C)cc1F
  -13	-10	6	9	22	3	-1	-10	-1	11	14
> Cc1cccc(C)c1NC(=O)CSCC(=O)c1ccc(O)c(O)c1
  12	-6	8	-1	1	-1	10	7	15	3	-15
> CCn1c(=O)cc(SCC(=O)NCC2CCCO2)c2ccccc21 (centres undefined)
  -9	8	12	-2	-17	0	7	-18	12	-5	-23
> COc1cccc(C2C(=O)N(C3CCCCC3)CC(=O)N2Cc2ccc(F)cc2)c1 (centres undefined)
  2	-9	-8	-9	-11	6	-16	1	-18	5	9

Single values from the list.
In TLR9-MyD88 block, COC(=O)c1c(C)oc2ccc(N(C(=O)c3ccncc3)S(=O)(=O)c3ccc(C)cc3C)cc12 shows 4
In NCOA3 inh, O=C(CCN1C(=O)/C(=C\C=C\c2ccccc2)SC1=S)Nc1ccccc1C(=O)O shows -18

Continuation.
Order of results – TRAIL sens C8	LRH-1 inv ag	EBV LMP1 NFkB	TLR9-MyD88 block	COUP-TFII inh	NCOA3 inh	Vif inh	NCOA2 inhibitor	TROY NFkB inh	NOD2 RIPK2 PPI	SRC1 inh
> CC(C)C(NC(=O)COc1ccccc1)C(=O)O (centres undefined)
  -7	-5	1	8	16	4	7	3	-7	-5	-2
> COC(=O)CC/C(O)=C1/C(=N)CC(C)(C)CC1=O
  -5	-7	-6	-4	-2	1	9	6	-4	-7	-8
> CCOc1ccc(OCCNC(=O)c2ccc3c(c2)nnn3CC)cc1
  -10	2	-8	2	-7	7	-5	-40	-46	-12	-10
> Cc1ccc(NC(=S)N(C)N)cc1Cl
  3	8	-15	-4	19	1	-3	3	8	8	-5
> CCN(CCO)C(=S)Nc1cc(S(=O)(=O)N(C)C)ccc1C
  1	-2	8	-5	9	13	4	-10	1	-2	0
> CC(C)n1nnnc1SCC(=O)N1N=C(c2cccs2)CC1c1cccs1 (centres undefined)
  -8	-16	-11	-31	-32	-37	0	-42	-55	1	-36
> O=C(NCc1ccco1)C(=O)c1c[nH]c2ccccc12
  -3	-53	-6	1	1	-27	-3	-40	-20	32*	-49
> C[C@H](CO)N1C[C@H](C)[C@@H](CN(C)Cc2ccc(Cl)c(Cl)c2)Oc2c(NS(=O)(=O)c3cn(C)cn3)cccc2C1=O
  -21	-14	4	-4	14	-7	-5	6	-1	-1	-4
> CSCCC(NS(=O)(=O)/C=C/c1ccccc1)C(=O)N1CCC(C)CC1 (centres undefined)
  -13	-3	7	-7	4	-7	-1	7	-4	3	-6
> Cn1c(=O)c2cc3c(nc2n(C)c1=O)CC(c1ccccc1)CC3=O (centres undefined)
  -18	22	-5	10	0	10	-3	-20	18	-5	2
> COCCNc1nc(NCCNC(C)=O)c2sc(-c3ccccc3)cc2n1
  12	16	x	x	-7	1	-2	-19	-23	-7	0
> COc1ccc(-c2cc(C(F)(F)F)nc(SCC(=O)N3CC(C)OC(C)C3)n2)cc1OC (centres undefined)
  3	-8	-1	-12	11	5	2	9	12	-1	-9
> CCOC(=O)C1C(c2ccc(O)c(OC)c2)NC(=O)NC1(O)C(F)(F)F (centres undefined)
  -5	-2	-4	-10	-1	8	2	4	23	-3	3
> CC(=O)C1=C(C)NC(C)=C(C(C)=O)C1c1cn(-c2ccccc2)nc1-c1cccs1
  -2	-12	-10	-1	-20	-15	x	-2	0	-13	-8
> COc1ccc(/C=C(\C#N)C(=O)C(C)(C)n2cncn2)cc1
  -6	-16	0	-6	18	19	-7	-21	-3	-2	-10
> CCCCCCSc1nsc(NC(=O)CC(C)C)n1
  2	-9	-25	0	-21	-7	5	-59	-12	0	-42
> C=C(C)C(O)Cc1c(OC)ccc(C(=O)/C=C/c2ccc(O)cc2)c1O (centres undefined)
  15	-25	-5	0	9	-8	-15	1	-25	-14	-21
> CC(C)NC(=O)NC(=O)CSc1nncn1C
  -8	-1	11	2	-12	8	-5	7	-14	-3	1
> O=C(CCN1C(=O)C2C3C=CC(C4CC34)C2C1=O)Oc1ccc(Br)cc1 (centres undefined)
  -12	3	-18	3	-4	15	7	17	8	-15	12
> Cc1ccc(Cl)cc1NC(=O)c1ccc(NC(=O)CCC(=O)O)cc1
  -9	-8	-3	7	-7	21	3	-8	-14	-7	-3

Part of the list above, as tab-separated lines:
Molecule	TRAIL sens C8	LRH-1 inv ag	EBV LMP1 NFkB	TLR9-MyD88 block	COUP-TFII inh	NCOA3 inh	Vif inh	NCOA2 inhibitor	TROY NFkB inh	NOD2 RIPK2 PPI	SRC1 inh
COc1ccc(/C=C(\C#N)C(=O)C(C)(C)n2cncn2)cc1	-6	-16	0	-6	18	19	-7	-21	-3	-2	-10
CCCCCCSc1nsc(NC(=O)CC(C)C)n1	2	-9	-25	0	-21	-7	5	-59	-12	0	-42

More records follow:
Order of results – TRAIL sens C8	LRH-1 inv ag	EBV LMP1 NFkB	TLR9-MyD88 block	COUP-TFII inh	NCOA3 inh	Vif inh	NCOA2 inhibitor	TROY NFkB inh	NOD2 RIPK2 PPI	SRC1 inh
> O=c1c2ccccc2nc(-c2ccc(Cl)c(Cl)c2)n1O
  9	14	5	-6	-11	-16	-4	-24	-5	2	0
> Nc1ncnc2c1ncn2[C@@H]1O[C@H](CNC(=O)[C@@H]2CCCN2S(=O)(=O)c2ccc(F)cc2)[C@@H](O)[C@H]1O
  3	-14	-7	-10	-1	-5	x	17	-4	-20	0
> Cc1nn(-c2ccccc2)c(N2CCCC2)c1/C=C1\N=C(c2ccc(F)cc2)OC1=O
  -9	16	9	1	7	-10	-11	-20	-6	-12	-3
> O=C(Cc1cccc(NC(=O)C2CCN(C(=O)C3CCCCC3)CC2)c1)Nc1cccc(C(=O)N2CCCC2)c1
  -6	9	-3	-1	-5	-28	1	3	1	-11	-7
> Cc1nc(N2CCOCC2)nc(OC(C)C)c1[N+](=O)[O-]
  -2	-8	-4	-2	2	2	0	11	-3	-10	-3
> COc1cccc(/C=N/NC(=O)CC2C(=O)NN=C2C)c1O (centres undefined)
  -8	-11	5	4	6	1	-2	-12	-17	1	-9
> COC(=O)c1cc(NC(=O)CSc2ncn[nH]2)ccc1Cl
  -13	24	-8	15	-6	8	-3	9	10	-8	4
> CCC1(c2ccccc2)ON(c2c(Br)cccc2Br)C1=O (centres undefined)
  18	-3	5	9	9	6	11	9	-5	-2	-9
> CC1CCCC(NC(=O)CCCCCn2c(=S)[nH]c3ccsc3c2=O)C1C (centres undefined)
  0	-13	-1	-8	10	-3	1	8	-1	7	-8
> CC(=O)NC1CC(C)(C)N(OC(C)=O)C(C)(C)C1
  8	4	1	-4	3	15	-10	-23	8	3	5

4 of the entries above in order of the NCOA3 inh value, descending.
SMILES	NCOA3 inh
CC(=O)NC1CC(C)(C)N(OC(C)=O)C(C)(C)C1	15
CC1CCCC(NC(=O)CCCCCn2c(=S)[nH]c3ccsc3c2=O)C1C (centres undefined)	-3
O=c1c2ccccc2nc(-c2ccc(Cl)c(Cl)c2)n1O	-16
O=C(Cc1cccc(NC(=O)C2CCN(C(=O)C3CCCCC3)CC2)c1)Nc1cccc(C(=O)N2CCCC2)c1	-28
